Compound activity from PubChem.
PP5 inh: PP5 (human) phosphatase inhibition | 320,000 tested, 0.18% active | P53041 | purified PP5c, OMFP substrate fluorescence | inhibition, % at 6.7 µM;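 active means inhibition above the campaign's mean inhibition across all tested compounds plus 3 SD, cut at about 9.5% in these data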;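 further: 0% = DMSO only and 100% = 100 µM cantharidin control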
Efflux pump inh: antifungal efflux pump inhibition, Nile Red retention; 330,000 tested, 0.44% active; inhibition, % at 10 µM; AID 485275; S. cerevisiae Candida pump triplex;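 active means plate passing quality check with inhibition over a set limit, or well fluorescence over plate mean plus 4 SD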;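 further: Nile Red retained in pooled yeast measured as flow cytometry median fluorescence; 0% = buffer negative control and 100% = Enniatin B positive control; higher means more Nile Red kept so more efflux inhibition; some compounds called inactive have numbers as strong as hits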
Fh CTSL1 inh: cathepsin L1 inhibition, PFM18AAP counter-screen. recombinant F. hepatica cathepsin L1, Z-Leu-Arg-MCA fluorescence. 300,000 tested, 0.49% active. inhibition, % at 5.96 µM;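 active means inhibition above the mean of all tested compounds plus 3 SD, set per screening campaign, cut at about 17% in these data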;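 further: 0% = plate median of test compound wells and 100% = 1 µM Z-Phe-Ala-diazomethylketone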
core dimer inh: HCV core protein dimerization inhibition; TR-FRET GST/Flag-core106 dimerization, 1536-well; inhibition, % at 5 µM; 300,000 tested, 0.33% active; AID 1899;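 active means inhibition above the mean of all tested compounds plus 3 SD, set per screening campaign, cut at about 45% in these data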
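Test system: GST/Flag-tagged HCV core106 proteins; Medium: KF-containing HEPES buffer, pH 7.45, DTT, CHAPS, BSA; Times: compound-protein-antibody incubation 4 h at 22.5 °C; Detection: TR-FRET 671 and 617 nm emission; Benchmarks: wells lacking GST-core106 and wells with excess unlabelled core106.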
PP1 inh: PP1-alpha (human) inhibition in PP5 counter-screen. inhibition, % at 6.7 µM. P62136. 320,000 tested, 0.9% active. purified PP1alpha, OMFP fluorescence;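 active means inhibition above the mean inhibition of all tested compounds plus 3 SD, computed separately for each screening campaign, cut at about 15% in these data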
Target sequence (P62136 whole entry, looked up): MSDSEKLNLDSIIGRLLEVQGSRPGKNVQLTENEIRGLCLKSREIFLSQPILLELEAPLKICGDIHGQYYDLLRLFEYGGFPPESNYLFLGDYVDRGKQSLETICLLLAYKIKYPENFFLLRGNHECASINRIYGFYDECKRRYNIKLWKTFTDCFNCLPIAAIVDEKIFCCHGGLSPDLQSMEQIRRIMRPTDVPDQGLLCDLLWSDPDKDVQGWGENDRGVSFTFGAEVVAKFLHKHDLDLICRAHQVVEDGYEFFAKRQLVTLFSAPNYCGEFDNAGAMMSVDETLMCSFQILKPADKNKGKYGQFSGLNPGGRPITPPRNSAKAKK
LYPLA2 counter: blocks human lysophospholipase 2, a PME1 counter-screen; AID 2177; inhibition, % at 5.9 µM; O95372; recombinant LYPLA2, FP-Rh probe fluorescence polarization; 320,000 tested, 0.38% active;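 active means inhibition above the screen-wide mean plus 3 SD, limit set per campaign, cut at about 26% in these data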;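 further: 0% = LYPLA2 with DMSO and 100% = wells lacking LYPLA2 enzyme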
Target sequence (O95372 whole entry, looked up): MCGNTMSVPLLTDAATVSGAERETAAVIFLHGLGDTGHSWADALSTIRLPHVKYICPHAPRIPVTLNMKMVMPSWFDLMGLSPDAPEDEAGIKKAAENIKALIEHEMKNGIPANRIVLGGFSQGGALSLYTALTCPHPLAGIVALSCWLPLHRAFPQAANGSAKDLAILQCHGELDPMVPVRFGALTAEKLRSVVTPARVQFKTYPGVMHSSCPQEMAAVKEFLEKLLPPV
TPT1 inhibitor: C. albicans TPT1 enzyme inhibition; recombinant caTPT1, FP RNA substrate dephosphorylation; inhibition, % at 5 µM; 300,000 tested, 0.81% active; AID 1962;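 active means inhibition above the mean of all tested compounds plus 3 SD, set per screening campaign, cut at about 24% in these data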;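 further: plate controls were DMSO alone for no effect and ferristatin control at 100 nM for full effect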
PREPL inhibitor: inhibits the human prolyl oligopeptidase-like enzyme; Q4J6C6; recombinant PREPL, fluorescence polarization activity-based probe; inhibition, % at 5.96 µM; 320,000 tested, 0.68% active; in the data active means inhibition above about 43%;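 further: 0% = enzyme with DMSO and 100% = wells lacking enzyme; many of its hits are not listed in these tables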
GASC-1 inh: human JMJD2C demethylase inhibition; GST-JMJD2C(1-420) H3K9me3 demethylation, DELFIA europium; inhibition, % at 2.35 µM; 330,000 tested, 0.069% active;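 active means more than half of a compound's replicate wells show inhibition beyond 50%, single wells judged on their own value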;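 further: signal counts dimethyl H3K9 product captured on neutravidin plate; 0% = median of DMSO wells and 100% = 0.3 times that DMSO median; strong numbers were not always called active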
Target sequence (Q9H3R0 1-420 limits assumed): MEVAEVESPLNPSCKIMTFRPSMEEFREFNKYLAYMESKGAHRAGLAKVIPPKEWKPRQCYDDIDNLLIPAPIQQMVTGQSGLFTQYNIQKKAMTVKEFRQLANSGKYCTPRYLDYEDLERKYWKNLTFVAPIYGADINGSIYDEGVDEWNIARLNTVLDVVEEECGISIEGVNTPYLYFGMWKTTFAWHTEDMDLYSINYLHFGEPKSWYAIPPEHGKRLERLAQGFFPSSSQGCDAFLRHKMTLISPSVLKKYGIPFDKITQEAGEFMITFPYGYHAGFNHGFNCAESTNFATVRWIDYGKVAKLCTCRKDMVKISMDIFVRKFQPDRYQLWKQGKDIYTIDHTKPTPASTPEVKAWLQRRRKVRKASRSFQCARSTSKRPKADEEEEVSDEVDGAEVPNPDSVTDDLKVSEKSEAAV
Numbers without * were called inactive; · = not tested or not shown; & = joins results of further samples.

SMILES	PP5 inh	Efflux pump inh	Fh CTSL1 inh	core dimer inh	PP1 inh	LYPLA2 counter	TPT1 inhibitor	PREPL inhibitor	GASC-1 inh
CC(=O)c1cccc(CN2CCC(n3nccc3NC(=O)CCCc3ccccc3)CC2)c1	2.6	-0.1	0	1	-3	6	0	16	0
CCc1c(C)nc2ncnn2c1N1CCCC(C(=O)Nc2ccc(NC(C)=O)cc2)C1 (stereo not given)	-1.0	-0.1	-2	4	-3	6	-1	3	11
Cc1ccc2[nH]c(=O)c(COC(=O)C3CCCO3)cc2c1 (stereo not given)	-0.1	-0.2	0	1	0	-3	3	-7	0
COc1ccc(Cl)cc1NC(=O)CSc1nnc(CNC(=O)c2ccco2)o1	0.4	-0.1	-6	12	-2	3	-2	6	2
Cc1c(NC(=O)CSc2ccccc2Cl)c(=O)n(-c2ccccc2)n1C	3.0	-0.4	-4	0	1	1	-2	-6	-7
O=C(CNC(=O)c1cccs1)Nc1ccc2c(c1)OCCO2	1.3	-0.1	7	-2	-1	0	2	23	-33
Oc1c(Br)cccc1/C=N/c1ncn[nH]1	-2.0	-0.2	8	4	-1	-3	1	1	16
CCCCN(C)CCCNC(=O)C1(O)c2ccccc2NC(=O)N1c1ccc(Cl)cc1 (stereo not given)	-0.1	-0.1	-6	4	0	2	-7	0	4
CCOc1ccccc1N(CC(=O)O)S(=O)(=O)c1ccccc1	-1.7	0.0	0	0	4	0	-3	12	20
CC(=O)NCCOc1c(C)cc(S(N)(=O)=O)cc1C	2.2	0.1	-2	-1	-3	-4	-1	0	11
Cc1ccc(-n2cccc2/C=C2/C(=N)N3C(=NC2=O)SN=C3S(C)(=O)=O)cc1Cl	6.6	0.1	3	39	7	-26	32*	6	-1
O=C(Nc1nc2ccc(Cl)cc2s1)C1CCCO1 (stereo not given)	-1.2	0.0	0	-5	-1	0	2	-7	-5
CC(NC(=O)C1CCCC1)C1CC2CCC1C2 (stereo not given)	2.5	-0.1	-2	-5	2	2	-3	5	-12
O=C(Cc1ccc(Cl)cc1Cl)Nc1ccncc1	0.2	-0.1	0	-7	-2	10	2	10	13
CC(C)C(NC(=O)c1ccc2c(c1)OCO2)C(=O)N/N=C/c1cccs1 (stereo not given)	-0.6	0.3	5	2	-4	-2	3	-7	11
CCCOC(=O)Nc1c(C)cccc1C(C)C	-0.7	-0.1	2	-3	-2	-1	2	15	10
O=C(Nc1ccc(F)cc1F)c1noc2c1CCC2	2.3	0.2	6	2	-2	2	1	6	1
CN1C(=O)/C(=C\c2ccccc2F)Sc2ccc(C(=O)NC3CCN(Cc4ccccc4)CC3)cc21	4.1	0.1	2	-7	5	-6	-1	-2	-5
COc1ccccc1NC(=O)CSc1nncn1-c1ccccc1	4.3	-0.1	-6	-8	3	6	0	10	-3
O=C(CSc1n[nH]c(Cc2ccccc2)n1)Nc1ccccc1Br	2.3	-0.1	4	-16	0	1	-1	1	24
CC(/C=N/n1c(-c2ccncc2)n[nH]c1=S)=C\c1ccco1	1.3	0.0	0	2	-2	9	5	6	4
COc1cc(/C=C2/C(=O)NN(c3ccc(Cl)c(Cl)c3)C2=O)cc([N+](=O)[O-])c1O	1.7	-0.4	1	10	10	9	13	53*	6
CCOC(=O)N1CCN(C(=O)CCS(=O)(=O)c2cc3c(cc2Cl)NC(=O)CO3)CC1	2.9	0.2	1	-4	-4	2	-3	14	5
O=C(c1ccc(S(=O)(=O)N2CCCC2)cc1)N1CCN(c2ccccc2)CC1	-0.9	0.0	-1	6	2	0	-2	-2	-11

Of the compounds above, 2 contain fluorine:
SMILES	PP5 inh	Efflux pump inh	Fh CTSL1 inh	core dimer inh	PP1 inh	LYPLA2 counter	TPT1 inhibitor	PREPL inhibitor	GASC-1 inh
O=C(Nc1ccc(F)cc1F)c1noc2c1CCC2	2.3	0.2	6	2	-2	2	1	6	1
CN1C(=O)/C(=C\c2ccccc2F)Sc2ccc(C(=O)NC3CCN(Cc4ccccc4)CC3)cc21	4.1	0.1	2	-7	5	-6	-1	-2	-5

Profiles, quoted from the list:
`O=C(Nc1ccc(F)cc1F)c1noc2c1CCC2` is listed as PP5 inh = 2.3; Efflux pump inh = 0.2; Fh CTSL1 inh = 6; core dimer inh = 2; PP1 inh = -2; LYPLA2 counter = 2; TPT1 inhibitor = 1; PREPL inhibitor = 6; GASC-1 inh = 1
`CCCCN(C)CCCNC(=O)C1(O)c2ccccc2NC(=O)N1c1ccc(Cl)cc1` (stereo not given) is listed as PP5 inh = -0.1; Efflux pump inh = -0.1; Fh CTSL1 inh = -6; core dimer inh = 4; PP1 inh = 0; LYPLA2 counter = 2; TPT1 inhibitor = -7; PREPL inhibitor = 0; GASC-1 inh = 4

More compounds:
SMILES	PP5 inh	Efflux pump inh	Fh CTSL1 inh	core dimer inh	PP1 inh	LYPLA2 counter	TPT1 inhibitor	PREPL inhibitor	GASC-1 inh
CCCNS(=O)(=O)c1ccc(CCC(=O)NCc2cccnc2)cc1	1.5	-0.1	2	0	-2	-1	-1	-1	-23
Cc1cc(C)n(Cc2ccc(C(=O)Nc3ccc(Br)cc3C)o2)n1	-0.2	3.4	-2	-1	-12	-11	3	-19	-6
COc1ccc(C(=O)CN2Cc3ccccc3C2=N)cc1	0.5	-0.1	-3	8	-2	1	-5	0	42
CC(C)(C)C(=O)O/N=C(\N)c1ccc(Br)cc1	-1.5	0.0	6	4	3	3	-2	3	-2
CNC(=O)c1sccc1S(=O)(=O)Cc1c(Cl)cccc1Cl	2.7	0.1	-1	-1	3	4	4	1	2
Cc1ccc(-c2csc(Nc3ccc(C(=O)O)cc3)[n+]2Cc2ccccc2)cc1	-1.0	0.1	-5	4	-5	-1	-2	3	3
COc1ccc(C(=O)Nc2ccc(C(=O)N3CCCCC3)cc2)cc1OC	-0.3	0.0	3	7	-4	10	2	5	24
CCOC(=O)N1CCN(C(=O)CCCn2c(=S)[nH]c3ccsc3c2=O)CC1	1.9	0.2	-2	1	-5	7	-1	-6	2
COc1cccc(C2CCCCN2Cc2nc(-c3ccc(C)o3)oc2C)c1 (stereo not given)	3.1	0.0	0	21	0	-3	27*	9	-5
CCOC(=O)c1nc(N)c(=O)n(-c2ccccc2)n1	0.0	0.1	-3	0	-3	1	-2	8	5
O=C(NCc1n[nH]c(=S)n1-c1ccc(F)cc1)c1ccc(S(=O)(=O)N2CCCCC2)cc1	1.4	0.1	1	-2	-3	4	1	5	8
COc1ccc(S(=O)(=O)NC(CC(=O)NCCc2ccccc2)c2ccco2)cc1 (stereo not given)	0.0	0.0	0	3	-1	0	-1	-5	-12
COC(=O)CC/C(O)=C1\C(=O)CC(C)(C)CC1=NCCc1nc2ccccc2[nH]1	-1.3	0.4	2	0	-3	-7	-1	10	-8
CC1CCCCC12NC(=O)N(Cc1cc(=O)n3ccsc3n1)C2=O (stereo not given)	3.4	0.5	1	4	-3	-1	1	-3	5
N#CC(C#N)=Cc1cccn1-c1ccc(C(=O)O)cc1	1.5	0.5	-1	19	8	-3	2	0	-10
CC(=O)Nc1ccc(Nc2nc(C)c([N+](=O)[O-])c(Nc3ccc(NC(C)=O)cc3)n2)cc1	3.3	1.0	-1	-2	-1	-1	3	12	9
COc1ccc(CCn2nnnc2C(c2ccc(Cl)cc2)N2CCN(C)CC2)cc1OC (stereo not given)	1.8	0.2	0	-3	0	3	-5	-7	-42&-3
O=C(CCN1CCc2ccccc2C1)Nc1ccccc1F	1.1	0.0	-2	-9	-4	6	-2	5	10
Cc1ccc2c(c1)C(=NC1CCCCC1)c1cc3ccccc3nc1-2	1.1	0.2	-2	1	0	-5	-1	0	3
COc1ccc(N2CCN(CC(=O)Nc3ccc(-n4cnnn4)cc3)CC2)cc1	-0.6	-0.1	-4	0	-2	-6	-2	7	-1
Cc1ccc2c(CN3CCC(C(N)=O)CC3)cc(=O)oc2c1C	0.6	0.0	0	0	-2	2	2	23	2
Cc1ccc(NC(=S)NC(NC(=O)c2ccccc2C)C(Cl)(Cl)Cl)c(C)c1 (stereo not given)	1.8	0.1	-1	15	2	-12	2	-4	-6
COc1ccc(NC(=O)c2scc(S(=O)(=O)C(C)C)c2N)cc1	1.8	0.0	9	-2	-3	0	-5	1	-25
Cc1cccc(N2CCN(C3CCCCC3NS(=O)(=O)c3ccccc3)CC2C)c1 (stereo not given)	2.7	0.3	5	6	1	4	-4	-20	-14

A few values from the list:
Value of CC(=O)Nc1ccc(Nc2nc(C)c([N+](=O)[O-])c(Nc3ccc(NC(C)=O)cc3)n2)cc1 in PP1 inh: -1
Value of Cc1cccc(N2CCN(C3CCCCC3NS(=O)(=O)c3ccccc3)CC2C)c1 (stereo not given) in Fh CTSL1 inh: 5

Following part:
SMILES	PP5 inh	Efflux pump inh	Fh CTSL1 inh	core dimer inh	PP1 inh	LYPLA2 counter	TPT1 inhibitor	PREPL inhibitor	GASC-1 inh
O=C(N/N=C/C=C\c1ccco1)c1ccccn1	-0.3	-0.1	2	1	-2	-1	1	-1	-1
CC(=O)c1ccc(NC(=O)Nc2ccncc2)cc1	0.4	0.1	-1	3	2	2	1	-2	6
Cc1ccc(-c2nnc(NC(=O)CCS(=O)(=O)c3ccc(F)cc3)o2)c(C)c1	-2.5	0.3	-2	0	-2	0	2	-6	2
COc1ccccc1CNC(=O)c1ccc(Br)o1	1.3	·	-1	-7	1	2	-1	10	4
OC(COc1ccc(CNCc2cccnc2)cc1)CN1CCc2ccccc2C1 (stereo not given)	-0.2	-0.3	0	-4	-5	-2	-2	13	-35
N#Cc1cc2ccccc2nc1SCC(=O)Nc1ccccc1N1CCOCC1	1.2	-0.1	8	7	-3	-4	5	5	-1
O=S(=O)(Nc1ccc(Br)cc1)c1cccc2nonc12	1.4	0.4	-1	-8	-2	2	-2	11	-9
CCCN1C(=O)/C(=C\C=C2/C=CN(CC)c3ccccc32)SC1=S	3.3	-0.2	-1	-38	-4	5	2	24	-31
CC(=O)C1=C(O)C(=O)N(Cc2ccccc2)C1c1ccc([N+](=O)[O-])cc1 (stereo not given)	-0.1	-0.1	6	-4	2	8	-3	5	4
CC(C)CC(=O)Nc1ccc2oc(-c3ccncc3)nc2c1	0.3	0.1	-1	-2	-3	6	1	-6	-9
Cc1cc(=O)n(CC(=O)NC2CC2)c2c1c(C)nn2-c1ccccc1	2.7	0.2	-5	-2	-4	5	0	-10	4
COc1cc(C2/C(=C(/O)c3ccc(OCC(C)C)cc3)C(=O)C(=O)N2CCN(C)C)ccc1O (stereo not given)	4.6	0.1	-7	1	6	2	2	15	3
Cc1ccsc1C(=O)NCCc1c[nH]c2ccccc12	1.8	0.2	-3	-8	3	1	-3	-3	-5
NC(=O)c1ccccc1N/C=C/C(=O)c1ccc(Cl)cc1	-0.6	0.0	5	11	-1	-4	1	5	-24

This is a subset (hit frequency here may not be typical).
